Source: PubChem BioAssay (The Scripps Research Institute Molecular Screening Center)
ULK1 primary = ULK1 kinase inhibitors, primary screen, biochemical, AlphaScreen; Serine/threonine-protein kinase ULK1 (Homo sapiens), O75385; AlphaScreen Atg13 phosphorylation by ULK1, luminescence; actives 1.9% (n = 30,000); inhibition, % at 5.96 µM; in the data active means inhibition above about 43%;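 further: 0% = median of compound wells and 100% = no enzyme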
Target sequence (O75385 whole entry, looked up): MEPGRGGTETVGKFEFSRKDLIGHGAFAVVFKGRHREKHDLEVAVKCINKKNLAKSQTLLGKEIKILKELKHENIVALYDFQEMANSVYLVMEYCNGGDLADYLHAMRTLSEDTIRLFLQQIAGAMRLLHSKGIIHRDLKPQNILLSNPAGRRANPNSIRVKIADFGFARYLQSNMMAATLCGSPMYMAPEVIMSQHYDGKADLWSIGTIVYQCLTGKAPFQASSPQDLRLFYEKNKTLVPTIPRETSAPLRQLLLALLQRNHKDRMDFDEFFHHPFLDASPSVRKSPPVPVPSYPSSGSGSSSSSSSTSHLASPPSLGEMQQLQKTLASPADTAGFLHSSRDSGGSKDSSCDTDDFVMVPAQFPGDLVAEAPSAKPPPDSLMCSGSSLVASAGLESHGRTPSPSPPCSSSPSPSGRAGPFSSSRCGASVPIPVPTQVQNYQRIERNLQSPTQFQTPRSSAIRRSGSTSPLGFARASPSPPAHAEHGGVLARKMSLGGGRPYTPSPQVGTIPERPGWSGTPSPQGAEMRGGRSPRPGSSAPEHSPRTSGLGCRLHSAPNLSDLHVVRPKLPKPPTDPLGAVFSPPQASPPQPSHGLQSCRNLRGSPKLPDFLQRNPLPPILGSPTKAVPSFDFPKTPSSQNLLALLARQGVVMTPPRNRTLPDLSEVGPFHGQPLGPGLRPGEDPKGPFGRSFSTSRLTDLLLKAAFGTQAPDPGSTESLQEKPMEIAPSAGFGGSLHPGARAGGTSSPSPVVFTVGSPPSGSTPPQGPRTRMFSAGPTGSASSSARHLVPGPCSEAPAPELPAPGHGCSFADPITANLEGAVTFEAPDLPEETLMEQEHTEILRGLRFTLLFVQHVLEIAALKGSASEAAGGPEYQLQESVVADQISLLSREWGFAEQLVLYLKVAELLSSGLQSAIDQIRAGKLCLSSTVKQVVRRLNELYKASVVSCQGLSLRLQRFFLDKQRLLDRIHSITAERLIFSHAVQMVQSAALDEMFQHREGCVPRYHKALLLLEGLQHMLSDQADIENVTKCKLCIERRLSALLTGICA
ASK1 primary = ASK1 kinase inhibitors, primary screen, biochemical, AlphaScreen; AID 1159602, 2016; actives 0.99% (n = 22,000); inhibition, % at 7.44 µM; Mitogen-activated protein kinase kinase kinase 5 (Homo sapiens), Q99683; AlphaScreen MKK6 phosphorylation by ASK1, luminescence; in the data active means inhibition above about 35%;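 further: 0% = median of compound wells and 100% = no enzyme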
Active calls of the source: *; nt = no result given; & = joins results of further samples. Only part of the results is shown; rates above refer to the full screens.

The first 29 compounds, ahead of the listing:
SMILES	ULK1 primary	ASK1 primary
O=c1ccc2cc(O[C@@H]3O[C@H](CO)[C@@H](O)[C@H](O)[C@H]3O)c(O)cc2o1	-3	nt
CC[N+]1(C)CCCC(OC(=O)C(O)(c2ccccc2)c2ccccc2)C1 (stereo not given)	-6	nt
OC1(c2ccc(Cl)cc2)c2ccccc2C2=NCCN21 (stereo not given)	-5	nt
CC(C)(C)OC(=O)N[C@@H](CCCN=C(N)N[N+](=O)[O-])C(=O)O	-11	nt
Oc1ccc2c3c1O[C@H]1[C@@H](O)CC[C@@]4(O)C(C2)N(CC2CCC2)CCC314 (stereo not given in full)	3	nt
C1CN1c1nc(N2CC2)nc(N2CC2)n1	10	nt
CC(C)NC(C)Cc1ccc(I)cc1 (stereo not given)	8	nt
C[N+](C)(C)CCOC(=O)C(O)(c1ccccc1)c1ccccc1	11&9	nt
CCC1(CC)C(=O)NC(=O)N(c2ccccc2)C1=O	-6	nt
CCOc1ccc2nc(N3CCNCC3)sc2c1	3	nt
CC12CCC(C(Br)C1=O)C2(C)C (stereo not given)	0	nt
FC(F)(F)c1cnc(Nc2ccc3[nH]cc(C4=CCNCC4)c3c2)cc1Nc1ccccn1	-17	28
CCCCCOC(=O)Cl	-5	nt
CC12Cc3cn[nH]c3C[C@@H]1CC[C@@H]1[C@@H]2CCC2(C)[C@H]1CC[C@]2(C)O (stereo not given in full)	0	nt
O=c1[nH]c2ccccc2n1CCCN1CCC(n2c(=O)[nH]c3cc(Cl)ccc32)CC1	-7	nt
CNC(=O)Oc1ccccc1C(=O)Nc1ccccc1	12	nt
CN(CCN(C)C(C)(C)C)C(=O)C(O)(c1ccccc1)c1ccccc1	-8	nt
ClC1=C(Cl)C2(Cl)C(CBr)CC1(Cl)C2(Cl)Cl (stereo not given)	-4	nt
c1ccc(C2(N3CCCCC3)CCCCC2)cc1	13	nt
N#CC(CCN1CCC(C(=O)O)(c2ccccc2)CC1)(c1ccccc1)c1ccccc1	-4	nt
CCC(CO)NC(=O)[C@@H]1C=C2c3cccc4[nH]cc(c34)C[C@H]2N(C)C1 (stereo not given in full)	53*	nt
CNC(C)CC1CCCCC1 (stereo not given)	2	nt
COc1ccc(CNC2CN3CCC2CC3)cc1 (stereo not given)	1	nt
CCCCCCCCCCCC[N+](C)(C)CCOc1ccccc1	-24	nt
CCCCCCCCC(=O)NCc1ccc(O)c(OC)c1	-6	nt
C=C[C@H]1CN2CC[C@H]1C[C@@H]2[C@@H](OC(=O)OCC)c1ccnc2ccc(OC)cc12	12	nt
CNCC(O)c1ccc(O)cc1 (stereo not given)	-3	nt
ClCCN1CCCC1	2	nt
Nc1ccc([As](=O)(O)O)cc1	-8	nt

The list itself, from the start:
SMILES	ULK1 primary	ASK1 primary
O=c1ccc2cc(O[C@@H]3O[C@H](CO)[C@@H](O)[C@H](O)[C@H]3O)c(O)cc2o1	-3	nt
CC[N+]1(C)CCCC(OC(=O)C(O)(c2ccccc2)c2ccccc2)C1 (stereo not given)	-6	nt
OC1(c2ccc(Cl)cc2)c2ccccc2C2=NCCN21 (stereo not given)	-5	nt
CC(C)(C)OC(=O)N[C@@H](CCCN=C(N)N[N+](=O)[O-])C(=O)O	-11	nt
Oc1ccc2c3c1O[C@H]1[C@@H](O)CC[C@@]4(O)C(C2)N(CC2CCC2)CCC314 (stereo not given in full)	3	nt
C1CN1c1nc(N2CC2)nc(N2CC2)n1	10	nt
CC(C)NC(C)Cc1ccc(I)cc1 (stereo not given)	8	nt
C[N+](C)(C)CCOC(=O)C(O)(c1ccccc1)c1ccccc1	11&9	nt
CCC1(CC)C(=O)NC(=O)N(c2ccccc2)C1=O	-6	nt
CCOc1ccc2nc(N3CCNCC3)sc2c1	3	nt
CC12CCC(C(Br)C1=O)C2(C)C (stereo not given)	0	nt
FC(F)(F)c1cnc(Nc2ccc3[nH]cc(C4=CCNCC4)c3c2)cc1Nc1ccccn1	-17	28
CCCCCOC(=O)Cl	-5	nt
CC12Cc3cn[nH]c3C[C@@H]1CC[C@@H]1[C@@H]2CCC2(C)[C@H]1CC[C@]2(C)O (stereo not given in full)	0	nt
O=c1[nH]c2ccccc2n1CCCN1CCC(n2c(=O)[nH]c3cc(Cl)ccc32)CC1	-7	nt
CNC(=O)Oc1ccccc1C(=O)Nc1ccccc1	12	nt
CN(CCN(C)C(C)(C)C)C(=O)C(O)(c1ccccc1)c1ccccc1	-8	nt
ClC1=C(Cl)C2(Cl)C(CBr)CC1(Cl)C2(Cl)Cl (stereo not given)	-4	nt
c1ccc(C2(N3CCCCC3)CCCCC2)cc1	13	nt
N#CC(CCN1CCC(C(=O)O)(c2ccccc2)CC1)(c1ccccc1)c1ccccc1	-4	nt
CCC(CO)NC(=O)[C@@H]1C=C2c3cccc4[nH]cc(c34)C[C@H]2N(C)C1 (stereo not given in full)	53*	nt
CNC(C)CC1CCCCC1 (stereo not given)	2	nt
COc1ccc(CNC2CN3CCC2CC3)cc1 (stereo not given)	1	nt
CCCCCCCCCCCC[N+](C)(C)CCOc1ccccc1	-24	nt
CCCCCCCCC(=O)NCc1ccc(O)c(OC)c1	-6	nt
C=C[C@H]1CN2CC[C@H]1C[C@@H]2[C@@H](OC(=O)OCC)c1ccnc2ccc(OC)cc12	12	nt
CNCC(O)c1ccc(O)cc1 (stereo not given)	-3	nt
ClCCN1CCCC1	2	nt
Nc1ccc([As](=O)(O)O)cc1	-8	nt
CCN(CC)C(C)C(=O)c1ccccc1 (stereo not given)	-4	nt
CC12CC[C@H](O)CC1=CC[C@@H]1[C@@H]2CCC2(C)[C@H]1CC[C@]2(C)O (stereo not given in full)	-4	nt
COc1cccc(CN(CCN(C)C)C(=O)Cc2ccc(-c3cn[nH]c3)cc2)c1	-8	-18
Oc1ccc(Cl)cc1Cc1ccccc1	-34	nt
O=[N+]([O-])O[C@H]1CO[C@H]2[C@@H]1OC[C@H]2O[N+](=O)[O-]	1	nt
ClC1C(Cl)C(Cl)C(Cl)C(Cl)C1Cl (stereo not given)	-1	nt
CCCCC1(CC)C(=O)NC(=O)NC1=O	2	nt
CC(CCc1ccccc1)NC(C)C(O)c1ccc(O)cc1 (stereo not given)	3	nt
CC1[C@H](C)OC(=O)CC(O)CC(O)CC(O)CCC(O)C(O)C[C@]2(O)CC(O)C(C(=O)O)C(CC(OC3O[C@H](C)[C@@H](O)[C@H](N)[C@@H]3O)/C=C/C=C/C=C/C=C/CC/C=C/C=C/[C@H](C)[C@H]1O)O2 (stereo not given in full)	-8	nt
CC12CCC(=O)C=C1CCC1C2CCC2(C)C(O)CCC12 (stereo not given)	-15	nt
Clc1ccc(CSC(Cn2ccnc2)c2ccc(Cl)cc2Cl)cc1 (stereo not given)	-1	nt
O=C(NC(Oc1ccc([N+](=O)[O-])cc1)C(Cl)(Cl)Cl)c1ccco1 (stereo not given)	5	nt
O=C1CN=C(c2ccccc2)c2cc([N+](=O)[O-])ccc2N1	-7	nt
COc1ccc(Oc2ncc(F)c(-c3cc(N4CCOCC4)cc(C(F)(F)F)c3)n2)cc1 (tested in a mixture with another compound)	2	-64
CC1=C(C(=O)O)N2C(=O)C(NC(=O)Cc3ccccc3)C2SC1 (stereo not given)	12	nt
Cc1ncc2n1-c1ccc(Cl)cc1C(c1ccccc1F)=NC2	5	nt
Nc1ccc(Cl)cc1C(=O)c1ccccc1F	-19	nt
O=C(NCCN1CCOCC1)c1cccc(Cl)n1	-5	-19
CN(C)C1C(=O)C(C(N)=O)=C(O)C2(O)C(=O)C3=C(O)c4c(O)cccc4C(C)(O)C3CC12 (stereo not given)	72*	nt
NP(N)(=O)NC(=O)c1ccc(F)cc1	-5	nt
CN1C(=O)CN=C(c2ccccc2F)c2cc([N+](=O)[O-])ccc21	-7	nt

Random excerpt: 4 records from the list.
SMILES	ULK1 primary	ASK1 primary
CNCC(O)c1ccc(O)cc1 (stereo not given)	-3	nt
CC(CCc1ccccc1)NC(C)C(O)c1ccc(O)cc1 (stereo not given)	3	nt
Nc1ccc(Cl)cc1C(=O)c1ccccc1F	-19	nt
CC12CC[C@H](O)CC1=CC[C@@H]1[C@@H]2CCC2(C)[C@H]1CC[C@]2(C)O (stereo not given in full)	-4	nt

(cont.)
SMILES	ULK1 primary	ASK1 primary
CCC1(C2=NCCN2)Cc2ccccc2O1 (stereo not given)	-6	nt
c1ccc(N2CCNCC2)cc1	5	nt
COP(=S)(OC)Oc1ccc(S(N)(=O)=O)cc1	12	nt
CCC1(c2ccc(N)cc2)CCC(=O)NC1=O (stereo not given)	4	nt
CC(C)=CC1C(C(=O)OC(C#N)c2cccc(Oc3ccccc3)c2)C1(C)C (stereo not given)	-1	nt
CN1C(=O)CC(=O)N(c2ccccc2)c2cc(Cl)ccc21	3	nt
CC12NC(Cc3ccccc31)c1ccccc12 (stereo not given)	11	nt
COC[C@@H](NC(C)=O)C(=O)NCc1ccccc1	5	nt
C#CC(C)(O)CC (stereo not given)	1	nt
CC1(O)CCC2C3CCC4=CC(=O)CCC4=C3C=CC21C (stereo not given)	-7	nt
CN(C)[C@@H]1C(=O)C(C(N)=O)=C(O)[C@@]2(O)C(=O)C3=C(O)c4c(O)ccc(Cl)c4[C@@](C)(O)C3C[C@@H]12 (stereo not given in full)	49*	nt
CCOC(=O)c1cncn1C(C)c1ccccc1 (stereo not given)	-6	nt
O=c1c2ccccc2[se]n1-c1ccccc1	8	nt
C[N+]1(CCC(C(N)=O)(c2ccccc2)c2ccccc2)CCCCC1	-7	nt
CC(C)OP(=O)(NC(=S)c1ccccc1)OC(C)C	1	nt
CNCC(C)c1ccccc1 (stereo not given)	-8	nt
C[C@H]1O[C@@H](O[C@H]2[C@@H](O)C[C@H](O[C@H]3[C@@H](O)C[C@H](O[C@H]4CC[C@@]5(C)[C@H](CC[C@@H]6[C@@H]5CC[C@]5(C)[C@@H](C7=CC(=O)OC7)CC[C@]65O)C4)O[C@@H]3C)O[C@@H]2C)C[C@H](O)[C@@H]1O	8	nt
COc1ccc2c(c1OC)CN1CCc3cc4c(cc3C1C2)OCO4 (stereo not given)	20	nt
CC(N)Cc1ccc(O)cc1 (stereo not given)	-1	nt
CC(C)CCC(=O)OC1CCC2C3CCC4=CC(=O)CCC4(C)C3CCC12C (stereo not given)	-3	nt
O=C(NC(=O)c1c(F)cccc1F)Nc1cc(Cl)c(OC(F)(F)C(F)C(F)(F)F)cc1Cl (stereo not given)	-9	nt
O=C1NC(=S)NC(=O)C1=Cc1ccc(I)o1	24	nt
COP(=S)(OC)SCN1C(=O)c2ccccc2C1=O	-1	nt
C=CC[C@]1(O)CCC2C3CCC4=CC(=O)CCC4=C3C=C[C@@]21C (stereo not given in full)	17	nt
C[C@]12CCC(=O)C=C1CC[C@@H]1[C@@H]2CC[C@]2(C)C(=O)CC[C@@H]12	-20	nt
CN1C(=O)CN=C(c2ccccc2)c2cc([N+](=O)[O-])ccc21	6	nt
CN1C(=O)CCS(=O)(=O)C1c1ccc(Cl)cc1 (stereo not given)	-2	nt
CCOC(=O)C1(c2ccccc2)CCN(CCC(C#N)(c2ccccc2)c2ccccc2)CC1	-8	nt
C=CCC1(CC(C)C)C(=O)NC(=O)NC1=O	-4	nt
O=c1n(Cl)c(=O)n(Cl)c(=O)n1Cl	-15	nt
c1ccc(CCNCc2ccccc2)cc1	-11	nt
C[C@@H]1C[C@@H]([C@H](O)CC2CC(=O)NC(=O)C2)C(=O)[C@@H](C)C1	-4	nt
COc1ccc(C(=O)N2CCCC2=O)cc1	-9	nt
C1CN2CCC1CC2	0	nt
C=C1C[C@@H](c2ccccc2)N2CCC[C@H]2[C@H]1C	-9	-3
COc1cc2c3c(c1OC)-c1ccccc1CC3N(C)CC2 (stereo not given)	32	nt
Clc1ccc(C(c2ccc(Cl)cc2)C(Cl)(Cl)Cl)cc1	10	nt
CCSc1nc(NCC(C)C)c2cnn(CCN)c2n1	-20	nt
COc1cccc([C@@H](C)NC(=O)c2cn(CCN3CCCC3)c3cc(-c4cn[nH]c4)ccc23)c1	-8	-5
